AMA1-RON2 inh: inhibitors of Plasmodium falciparum AMA1-RON2 interaction. Potency, µM (highest dose often 58.2 µM), for the others: top-dose activity change, negative = inhibition, actives largely listed as inhibitors. AlphaScreen AMA1-biotinylated RON2 peptide binding. AID 720542. hit rate 0.2% among 360,000;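 note: potency is the fitted concentration of half-maximal effect; 0% = vehicle wells and -100% = peptide control; nearly all actives have a fitted effect of over 45% in size; some results filed as inactive show a strong effect at the top dose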
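AMA1 (3D7) with his tag at 25 nM final met compounds first, then biotinylated RON2 peptide at 25 nM; detection used donor plus acceptor beads, 10 µg/mL apiece, read by AlphaScreen after 30 min at room temperature.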
AmpC detergent: inhibitors of E. coli AmpC beta-lactamase with detergent; hit rate 0.041% among 370,000; Potency, µM (doses to about 114 µM), without a hit: at the highest dose activity change, negative = inhibition, actives largely listed as inhibitors; P00811; AmpC hydrolysis of nitrocefin, absorbance 480 nm, 0.01% Triton;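 note: potency is the fitted concentration of half-maximal effect; 0% = no-compound wells and -100% = no-enzyme wells; nearly all actives have a fitted effect of over 25% in size; some results filed as inactive show a strong effect at the top dose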
Target sequence (P00811 whole entry, looked up): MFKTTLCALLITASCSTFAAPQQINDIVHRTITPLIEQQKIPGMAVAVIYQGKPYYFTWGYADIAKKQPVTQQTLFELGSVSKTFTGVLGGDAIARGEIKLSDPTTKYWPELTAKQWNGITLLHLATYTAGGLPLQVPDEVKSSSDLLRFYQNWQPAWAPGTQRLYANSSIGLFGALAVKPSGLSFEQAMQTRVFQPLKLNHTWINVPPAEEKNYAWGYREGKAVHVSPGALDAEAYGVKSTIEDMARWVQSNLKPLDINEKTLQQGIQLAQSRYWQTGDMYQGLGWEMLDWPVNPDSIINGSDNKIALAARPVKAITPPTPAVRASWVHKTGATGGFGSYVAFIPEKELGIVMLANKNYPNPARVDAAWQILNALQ
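20 mM phosphate pH 7.0 + 0.01% (detergent screen) or 0.0001% Triton X-100; 5.3 nM AmpC reagent; cpd preinc 15 min RT; nitrocefin (800 uM stock) to start; A480 q20 s × 4 min; Activity was normalised to no-enzyme and no-compound control wells.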
HCMV antiviral: blocks human cytomegalovirus replication; HFF cells, HCMV-luciferase reporter, 72 h; hits give low values; activity change, negative = inhibition, % at 57.5 µM; hit rate 4.5% among 410,000; AID 1259415; in the data active = activity change below about -60%; inconclusive = no clear call, values can overlap the other calls; inactive = above about -39%
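Screen run at 2 compound doses on HFFs infected with reporter HCMV, MOI 1 PFU/cell. Luciferase activity from cell lysates at 72 h post infection gave inhibition relative to buffer-only and Salinomycin wells.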
Sm TGR block: blocks Schistosoma mansoni thioredoxin glutathione reductase; Q962Y6; purified TGR, DTNB reduction, TNB absorbance 405 nm; Potency, µM (top dose mostly 114 µM), inactives show at the top dose activity change, negative = inhibition, actives largely listed as inhibitors; hit rate 3% among 360,000; AID 485364; note: potency is the fitted concentration of half-maximal effect; nearly all actives have a fitted effect of over 60% in size
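Kinetic colorimetric format: TGR-catalysed, NADPH-driven DTNB reduction monitored via TNB absorbance. Enzyme dispensed at 20 nM; compound exposure 15 min at room temperature before reaction start.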
Giardia FBPA inh: inhibitors of Giardia lamblia fructose-1,6-bisphosphate aldolase; AID 2451; A8B2U2; Potency, µM (top dose mostly 59.6 µM), for inactives: top-dose activity, negative = inhibition, most hits filed as inhibitors; hit rate 0.71% among 290,000; purified Giardia FBPA; note: potency is the fitted concentration of half-maximal effect; nearly all actives have a fitted effect of over 55% in size
Target sequence (A8B2U2 whole entry, looked up): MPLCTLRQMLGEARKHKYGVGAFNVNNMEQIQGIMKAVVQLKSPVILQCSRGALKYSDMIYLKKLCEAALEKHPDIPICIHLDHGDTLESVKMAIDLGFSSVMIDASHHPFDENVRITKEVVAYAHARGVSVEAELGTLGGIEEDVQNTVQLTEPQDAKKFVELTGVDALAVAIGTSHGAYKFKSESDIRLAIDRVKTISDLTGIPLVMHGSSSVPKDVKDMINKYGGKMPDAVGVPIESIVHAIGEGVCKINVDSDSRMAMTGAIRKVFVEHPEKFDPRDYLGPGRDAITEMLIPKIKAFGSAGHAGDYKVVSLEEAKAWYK
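40 nM FBPA preincubated 10 min at RT with compound (up to 57.5 uM final), then substrate plus GAPDH/TPI/NAD/arsenate coupling and diaphorase/resazurin added. Fluorescence read after 20 min at RT, 525/598 nm.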
HCV inhibitor: HCV inhibition; hit rate 3.4% among 340,000; AID 651820; Potency, µM (titrated, usually from 41.8 µM), without a hit: at the top dose activity change, negative = inhibition, hits mostly inhibitors; Huh7.5.1 HCVcc-Cre infection, luciferase reporter, 44 h; note: potency is the fitted concentration of half-maximal effect
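Reporter virus HCVcc-Cre (~0.5 moi) infects cells exposed to compound; seeding density 1,000 cells/well with 4 h settling beforehand. Luminescence, 15 sec read, taken 44 h post-infection following a 15 min RT substrate incubation.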
* marks the source's active call; other numbers are inactive results; ? = inconclusive; · = no result given; & = joins results of further samples; [ ] = dose if it differs, or a comment. Unless noted, calls come from the whole dose curve; as a rule, active = well fitted curve in the direction sought with a large enough effect; inconclusive = small, poorly fitted or top-dose-only effect, or another doubt; inactive = no such curve, though single readings can be large; an effect the other way counts as inactive or inconclusive. Unless noted, % is set by controls: 0 for no effect and ±100 for the full control effect.

Start of the listing, in advance (3 entries):
compound	AMA1-RON2 inh	AmpC detergent	HCMV antiviral	Sm TGR block	Giardia FBPA inh	HCV inhibitor
COc1ccc(OC)c(CN2CCN(C(=O)c3ccc(NS(=O)(=O)c4cccc([N+](=O)[O-])c4)cc3)CC2)c1	-17%	-4%	-8	?	·	?
COc1ccc2cc3cc(C(=O)NCCN4CCc5ccccc5C4)oc3nc2c1	-1%	-9%	·	-11%	18µM*	?
COc1ccc(C2C3=C(CC(C)(C)CC3=O)Nc3n[nH]c(C)c32)cc1 (configuration not stated)	-2%	0%	-6	-4%	2%	-6%

Main list, repeating the preview:
compound	AMA1-RON2 inh	AmpC detergent	HCMV antiviral	Sm TGR block	Giardia FBPA inh	HCV inhibitor
COc1ccc(OC)c(CN2CCN(C(=O)c3ccc(NS(=O)(=O)c4cccc([N+](=O)[O-])c4)cc3)CC2)c1	-17%	-4%	-8	?	·	?
COc1ccc2cc3cc(C(=O)NCCN4CCc5ccccc5C4)oc3nc2c1	-1%	-9%	·	-11%	18µM*	?
COc1ccc(C2C3=C(CC(C)(C)CC3=O)Nc3n[nH]c(C)c32)cc1 (configuration not stated)	-2%	0%	-6	-4%	2%	-6%
COc1ccccc1-n1c(SCC(=O)N2CCOCC2)nc(O)c(Cc2ccccc2)c1=O	29%	-3%	-11	-28%	4%	15%
S=c1[nH]nc(COc2ccccc2)n1/N=C/c1cccs1	11%[2.32 µM]	-5%	3	17%	19%	1%
Cc1cc(S(=O)(=O)NC(C)C)ccc1OCC(=O)N1CCOCC1	-2%	4%	28	-10%	8%	19%
CCN(C(=O)CSc1nnc(C2CC2)n1-c1ccccc1)C1CCS(=O)(=O)C1 (configuration not stated)	-8%	3%	-15	1%	·	10%
COc1ccc(C(CNC(=O)c2ccc(NS(=O)(=O)c3ccc(F)c(C)c3)cc2)N(C)C)cc1 (configuration not stated)	90%[activator]	0%	-9	-10%	·	-7%
COc1ccc(NC(=O)Cn2nnc3sc4c(c3c2=O)CC(C)(C)OC4)cc1	-3%	4%	-14	-12%	-3%	-22%
Cc1cccn2cc(-c3cccc(NC(=O)c4cccs4)c3)nc12	-22%	1%	14	0%[57.1 µM]	-1%	-19%

Carrying on.
compound	AMA1-RON2 inh	AmpC detergent	HCMV antiviral	Sm TGR block	Giardia FBPA inh	HCV inhibitor
CN1CCN(C(=O)c2cnn(-c3ccccc3)c2NC(=O)c2ccccc2F)CC1	1%	7%	-3	2%	-7%	4%
Cc1ccc(CCNC(=O)C2COc3ccccc3C2)cc1 (configuration not stated)	·	3%	48	3%	·	·
Cc1cc(C)c(NC(=O)CNC(=O)COC(=O)C2CCN(c3ccc(C(F)(F)F)cn3)CC2)c(C)c1	-4%	2%	0	-22%	·	2%
COc1ccc(C(C(=O)NC2CCCC2)N(C(=O)c2csnn2)C2CCCC2)cc1 (configuration not stated)	0%	0%	-23	-7%	10%	16%
O=C(NCc1nnc(SCC(=O)N2CCCC2)o1)c1ccccc1F	13%	0%	8	4%	4%	19%
OCCN(CCO)c1ncnc2c1oc1ccc(Br)cc12	2%	-10%	13	-15%	2%	-5%
CCc1cnc2c(c1SCC(=O)NCc1ccccc1Cl)c(=O)n(C)c(=O)n2C	·	3%	7	7%	·	·
CN(CC(=O)Nc1cccc(S(=O)(=O)N2CCCCC2)c1)Cc1ccc(F)cc1	-4%	-1%	-13	4%	·	?
O=C(CCN1CCN(CCO)CC1)Nc1ccccc1	-8%	-16%	-10	3%	-21%	18%
Cc1cc(C)nc(NS(=O)(=O)c2ccc(N/C=C3\CCCC3=O)cc2)n1	-2%	5%	70	?	1%	11%

Following part:
compound	AMA1-RON2 inh	AmpC detergent	HCMV antiviral	Sm TGR block	Giardia FBPA inh	HCV inhibitor
O=[N+]([O-])c1ccccc1S(=O)(=O)N1CCN(Cc2ccsc2)CC1	-25%	-1%	6	-5%	20µM*	-20%
CC(C)N(C)C(=O)C(=O)c1cccn1-c1cccc(Cl)c1C#N	0%	-5%	14	·	-15%	7%
Cc1ccc(NC(=O)CCc2c(C)nc3nc(C)nn3c2C)c(Cl)c1	·	-2%	-12	-2%	·	·
Cc1cc(OCC(=O)NCCc2ccc(Cl)cc2)c2c(C)cc(=O)oc2c1	8%	-7%	-29	-4%	10%	-16%
Cc1cc(OC(C)C(=O)NCC(O)c2ccccc2)c2c(C)cc(=O)oc2c1 (configuration not stated)	19%	-5%	23	-5%	1%	-12%
Cc1ccc2nc(Cl)c3cc(C(=O)NCCCN(C)Cc4ccccc4)sc3c2c1	·	-3%	-9	9%	·	·
CCOc1ccc(CCNC(=O)C(O)c2ccccc2)cc1 (configuration not stated)	3%	?	-19	8%	-3%	13%
CCOc1cnc(-c2c(-c3c(Cl)cccc3Cl)noc2C)o1	-16%	?	-61*	0%	-4%	-19%
CCc1ccccc1NC(=O)Nc1cnccn1	1%	-2%	-20	?	-2%	-15%
O=C(Nc1ccc(Cl)cc1)Nn1cnc2ccccc2c1=O	18%	-4%	-13	23%	0%	7%

Continued:
compound	AMA1-RON2 inh	AmpC detergent	HCMV antiviral	Sm TGR block	Giardia FBPA inh	HCV inhibitor
Cc1ccc(OCC(=O)N(Cc2ccccc2)C(C)C)c([N+](=O)[O-])n1	19%	0%	-27	-28%	7%	2%
O=C(CN1C(=O)C2(OCCCO2)c2ccccc21)NCc1ccccc1	14%	1%	24	-30%	2%	15%
O=C(CC1NCCNC1=O)Nc1ccc2c(c1)OCCO2 (configuration not stated)	14%	2%	-6	-1%	5%	·
COc1ccccc1C(=O)Nc1cc(C)ccc1NC(=O)c1ccco1	14%	-11%	·	3%	14%	?
CCn1c2ccccc2c2cc(CC(N)=O)ccc21	-6%	1%	21	-4%	0%	?
CCNC(=O)NC(=O)COC(=O)c1ccccc1SCC(=O)NC(=O)NCC	-2%	-6%	125	-20%	10%	4%
CN(CC(=O)Nc1cccc(F)c1)C(=O)c1ccc2c(=O)n3c(nc2c1)CCC3	21%	?	-27	-2%	·	11%
O=C1c2ccccc2NC(c2ccccc2)N1c1ccc(O)cc1 (configuration not stated)	12%	-13%	-7	0%	3%	-11%
COc1ccc(C(=O)NCc2nnc(SCC(=O)N3CCCCC3)o2)cc1	2%	5%	47	4%	2%	9%
CCc1ccc(-c2cc(C)no2)cc1S(=O)(=O)Nc1cc(C)on1	-12%	?	4	3%	-18%	3%

Other results
compound	AMA1-RON2 inh	AmpC detergent	HCMV antiviral	Sm TGR block	Giardia FBPA inh	HCV inhibitor
CC(=O)c1cccc(S(=O)(=O)N2CCC(C(=O)O)(c3ccccc3)CC2)c1	1%	0%	-1	-7%	·	6%
COc1cc2c(cc1OC)C(COc1ccc(F)cc1)N(C(=O)Cc1ccccc1)CC2 (configuration not stated)	·	2%	20	-1%	·	·
CCSc1nnc(NC(=O)CCNC(=O)c2ccccc2Cl)s1	15%	·	0	·	·	7%
Cc1cccc(NC(=O)CSc2nnc(-c3ccccc3)n2N)c1	9%	-4%	1	5%	-1%	1%
CCN(CC)S(=O)(=O)c1ccc(NC(=O)c2cc(-c3ccccc3)nc3ccccc23)cc1	-18%	-12%	-8	-1%	-6%	-13%
O=C(CCNC(=O)c1ccc(Br)cc1)NNC(=O)c1ccccc1	28%	·	108	·	·	8%
CCc1ccccc1NC(=O)N1CC(C)Sc2ccccc21 (configuration not stated)	·	4%	0	4%	·	·
COc1cc(OC)c(NC2=C(c3ccc(C(F)(F)F)cc3)C(=O)c3ccccc32)cc1Cl	·	6%	-36	-4%	·	·
CC(C)c1nc2sc3c(SCCN(C)C)ncnc3c2c2c1CCC2	-6%	·	-24	·	·	5%
COc1ccc(N=C2NC(=O)CS2)c([N+](=O)[O-])c1	0%	-2%	30	1%	2%	13%

Other results:
compound	AMA1-RON2 inh	AmpC detergent	HCMV antiviral	Sm TGR block	Giardia FBPA inh	HCV inhibitor
CNC(=O)N(O)C1N(C)C(=O)N(CC(=O)OC)C1(C)C (configuration not stated)	31%[activator]	0%	31	15%	0%	-11%
COc1cc2c(=O)n(Cc3ccco3)c(=O)n(CC(=O)c3ccc(Br)cc3)c2cc1OC	-1%	-12%	8	-8%	0%	11%&6%
CCOc1ccccc1C=C1SC(=S)N(CC)C1=O	-16%	·	-30	·	·	6%
CCn1c(NCc2ccccn2)nc2ccccc21	16%	-4%	10	0%	-18%	-3%
CNC(=O)CSc1nnc(-c2ccco2)n1-c1cccc(C)c1	9%	6%	42	7%	1%	-27%
COc1ccc(C(=O)N(CCc2ccccc2)Cc2ccccc2)c(OC)n1	-1%	4%	-29	-16%	3%	1%
O=C(N/N=C/c1ccc(OC(=O)c2ccc3c(c2)OCO3)cc1)c1cncc(Br)c1	-3%	-10%	24	-9%	-1%	-5%
COc1ccc(NC(=O)c2cc(S(=O)(=O)N3CCOCC3)ccc2N2CCOCC2)cc1	7%	6%	-7	1%	·	18%
CCC(=O)N(Cc1ccccc1)c1ccccn1	6%	-2%	?	1%	-4%	16%
O=C(CCCn1c(=O)c2cccn2c2cccnc21)NCc1ccccc1Br	·	-6%	-12	-7%	·	·

Additional entries.
compound	AMA1-RON2 inh	AmpC detergent	HCMV antiviral	Sm TGR block	Giardia FBPA inh	HCV inhibitor
N#CCCn1c(SCC(=O)NCC2CCCO2)nc2ccccc21 (configuration not stated)	-4%	1%	18	0%	6%	16%
O=C1CC(N(O)c2ccccc2)C(=O)N1c1cc(Cl)cc(Cl)c1 (configuration not stated)	10%	?	16	?	-10%	2%
O=C(Nc1nc(-c2ccccn2)cs1)c1ccc2c(c1)OCCO2	28%	6%	-27	0%	18µM*	?
CCc1c(C)c2ccc(O)c(CN3CCN(c4ccc(F)cc4)CC3)c2oc1=O	·	0%	?	-3%	·	·
COC(=O)CN1C(=O)C(C)(C)Oc2ccc(C(=O)NC3CC3)cc21	0%	4%	23	13%	-7%	14%
CC1CCc2c(sc3ncnc(NCCCOC(C)C)c23)C1 (configuration not stated)	-11%	-1%	-37	1%	1%	10µM*
O=C(CN1CCN(Cc2ccccc2)CC1)N1N=CCC1c1ccccc1 (configuration not stated)	1%	-11%	0	0%	10%	8%
COc1ccc(S(=O)(=O)NNC(=O)Nc2ccc(C)cc2C)c(OC)c1	16%	?	-14	1%	-2%	26%
COCCNC(=O)CCCn1c(=O)c2cc(OC)c(OC)cc2n(CC(=O)Nc2ccc(F)cc2)c1=O	-3%	?	8&20	-1%&11%	10%	11%
CCOc1ccccc1C1C(C(=O)Nc2ccccc2OC)=C(C)Nc2nnnn21 (configuration not stated)	8%	-12%	-17	-2%	3%	2%

The results go on:
compound	AMA1-RON2 inh	AmpC detergent	HCMV antiviral	Sm TGR block	Giardia FBPA inh	HCV inhibitor
CCN(CC)c1ccc(C(=O)N/N=C/c2ccc(OC)cc2OC)cc1	-16%	5%	36	0%	1%	-4%
O=C(CSc1ccc(Cl)cc1)N1CCN(c2ccc(Cl)cc2[N+](=O)[O-])CC1	?	-3%	-22	8%	·	?
NC1=NC(c2ccc(F)cc2)n2c(nc3ccccc32)N1 (configuration not stated)	12%	?	-1	0%	0%	?
Cc1cc(C)n2nc(C(=O)N/N=C/c3ccco3)nc2n1	-8%	-1%	-36	-16%	-9%	14%
CCCN1Cc2cccc(C(=O)Nc3ccc(CC)cc3)c2C1=O	-12%	-1%	-21	0%	1%	4%

Screening results: PubChem, National Center for Advancing Translational Sciences (NCATS)
